aSyn yeast inh: alpha-synuclein toxicity inhibition in yeast. Yeast expressing alpha-synuclein, growth rescue, BacTiter-Glo, 24 h. Potency, µM (titrated, usually from 46.1 µM), for inactives: at the highest dose growth rescue (activation), actives largely listed as activators. actives 0.14% (n = 370,000). AID 652106; further: potency means the concentration at half of the fitted maximal effect; % of control where 0% means no effect; nearly all actives have a fitted effect of over 65% in size
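Galactose-induced alpha-syn yeast (OD600=0.02, raffinose-pregrown) + pinned cpd, 24 hr, 30 deg C; growth by BacTiter-Glo luminescence. Growth restoration scores as activation.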
EPAC2 agonist: agonists of human EPAC2 (RAPGEF4). Q8WZA2. EPAC2 activation, biochemical qHTS; response scale: 100% = 6.5 mM cAMP response. Potency, µM (doses to about 154 µM), without a hit: at the highest dose activation, actives largely listed as activators. actives 0.079% (n = 360,000); further: potency means the concentration at half of the fitted maximal effect; nearly all actives have a fitted effect of over 50% in size
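Fluorescence exchange assay: 100 nM EPAC2 with 250 nM RAP1B-BODIPY-GDP and 50 uM GDP; compounds tested as a concentration-titration series (qHTS). Loss of Rap1-bound BODIPY-GDP fluorescence read at 480/540 nm; data normalized to 6.5 mM cAMP.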
D3 ag: D3 dopamine receptor (human) agonism; P35462; max activation, %; actives 0.58% (n = 410,000); D3R DiscoveRx beta-arrestin cells, luminescence, 90 min; AID 652048; in the data active means max activation above about 30%; further: 0% is about no effect; mostly tested at two doses, the higher about 12 µM
Target sequence (P35462 whole entry, looked up): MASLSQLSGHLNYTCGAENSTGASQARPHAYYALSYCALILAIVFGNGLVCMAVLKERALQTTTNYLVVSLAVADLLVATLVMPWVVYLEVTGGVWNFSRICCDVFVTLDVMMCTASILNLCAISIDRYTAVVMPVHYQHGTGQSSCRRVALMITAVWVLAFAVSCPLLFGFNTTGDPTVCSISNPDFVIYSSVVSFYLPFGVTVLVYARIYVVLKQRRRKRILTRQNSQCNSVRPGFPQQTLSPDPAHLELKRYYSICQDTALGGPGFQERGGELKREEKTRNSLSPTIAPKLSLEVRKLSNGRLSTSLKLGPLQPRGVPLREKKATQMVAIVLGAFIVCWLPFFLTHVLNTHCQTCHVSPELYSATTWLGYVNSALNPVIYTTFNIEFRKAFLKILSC
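Agonist mode: compounds and dopamine controls were applied to plated cells for 90 min at 37 degrees C after an overnight attachment at 1500 cells/well. Luminescent read-out followed 30 - 60 minutes at room temperature with DiscoveRx detection reagent.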
TDP43 rescue: inhibitors of TDP-43 toxicity in yeast; Potency, µM (doses to about 46.1 µM), for the others: at the top dose growth rescue (activation), usual class: activators; AID 652104; actives 1.8% (n = 410,000); TDP-43 expressing yeast growth rescue, BacTiter-Glo, 24 h; further: potency means the concentration at half of the fitted maximal effect; % of control where 0% means no effect; nearly all actives have a fitted effect of over 50% in size
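Cell-based yeast growth screen: TDP-43 expression induced in galactose, inoculum OD600=0.02 after raffinose pregrowth to mid-log. Read-out BacTiter-Glo luminescence at 24 hr, 30 deg C; inhibition of toxicity seen as signal increase.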
FUS yeast rescue: rescues growth of FUS-expressing yeast | S. cerevisiae FUS-expressing, growth rescue, OD600, 24 h | Potency, µM (top dose mostly 76.6 µM), without a hit: top-dose growth rescue (activation), usual class: activators | actives 0.24% (n = 390,000);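 further: potency means the concentration at half of the fitted maximal effect; plate controls were DMSO vehicle for no effect and reference control for full effect; nearly all actives have a fitted effect of over 55% in size; some results filed as inactive show a strong effect at the top dose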
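Read-out: OD at 600 nm after 24hr at 30C, reporting rescue of FUS-induced yeast toxicity. Cells at OD 0.005 in galactose (2%) minimal medium; compounds tested in a dilution series; CP55940 titration from 92uM final as control.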
EPAC2 antagonist: antagonists of human EPAC2; EPAC2 GEF exchange of Rap1B-BODIPY-GDP, fluorescence; Potency, µM (highest dose often 114 µM), for the others: top-dose activity, negative = inhibition, usual class: inhibitors; actives 0.18% (n = 360,000); further: potency means the concentration at half of the fitted maximal effect; on the % scale 0 is the no-effect control and ±100 the full control effect; nearly all actives have a fitted effect of over 45% in size; many of its hits are not listed in these tables
Abeta yeast res: compounds reversing amyloid beta toxicity in yeast. yeast expressing A-beta42, growth rescue, OD600, 48 h; response scale: 0% DMSO, 100% iron-clioquinol control. Potency, µM (titrated, usually from 46.1 µM), for the others: at the highest dose growth rescue, usual class: activators. actives 0.063% (n = 410,000). AID 1347071; further: potency means the concentration at half of the fitted maximal effect; nearly all actives have a fitted effect of over 55% in size
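Yeast growth medium received pinned compounds, then yeast cells expressing toxic A-beta were added; plates incubated at 30 C for 48 hr. Growth read as absorbance at 600 nm, normalized to DMSO and equimolar FeCl3 plus clioquinol controls.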
D3 antag: blocks the human D3 dopamine receptor. P35462. D3R cells, DiscoveRx beta-arrestin luminescence, antagonist mode; hits give low values. max response, negative = inhibition, %. actives 2.5% (n = 360,000). AID 652054; in the data active means max response below about -50%; inconclusive means no clear call, values can overlap the other calls; further: on the % scale 0 is the no-effect control and ±100 the full control effect; mostly tested at two doses, the higher about 12 µM
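Cells expressing the human receptor were seeded at 1500 cells/well, incubated overnight at 37 degrees C in 5% CO2, then exposed to library compounds with dopamine controls for 90 minutes at 37 degrees C before luminescent detection.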
An asterisk follows results filed as active; ? = inconclusive; . = not tested or not shown; [ ] = dose if it differs, or a comment. Unless noted, the call rests on the fitted dose curve; in most records, active means well fitted curve in the direction sought with a large enough effect; inconclusive means small, poorly fitted or top-dose-only effect, or another doubt; inactive means no such curve, though single readings can be large; an effect the other way counts as inactive or inconclusive.

SMILES	aSyn yeast inh	EPAC2 agonist	D3 ag	TDP43 rescue	FUS yeast rescue	EPAC2 antagonist	Abeta yeast res	D3 antag
COc1ccccc1NC(=O)c1ccc(COc2ccccc2OC)cc1	0%	23%	1	22%	2%	-2%	20%	5
COc1cc([N+](=O)[O-])cc(/C=N\NC(=O)C2COc3ccccc3O2)c1O (stereo not given)	?	-3%	-18	?	3%	7%	1%	-26
O=S(=O)(NCC(c1cccnc1)N1CCN(c2ccccc2F)CC1)c1cccs1 (stereo not given)	6%	-8%	-6	26%	-1%	-13%	12%	-9
COc1cccc(C(=O)NCCS(=O)(=O)NCc2ccccn2)c1	-1%	0%	2	-8%	-6%	-3%	9%	24
CCOC(=O)c1nn(-c2ccccc2)c2nnc(Cc3ccc(C)cc3)c(=O)n12	9%	4%	-1	-21%	.	2%	-12%	61
COc1ccc(CNC(=O)CN(C(=O)c2csnn2)c2ccc3c(c2)OCCO3)cc1	0%	6%	5	-14%	9%	-4%	6%	-20
CC(=O)NC1(C)CCC2CC1C(C)=NC2(C)C (stereo not given)	0%	2%	8	18%	-7%	-5%	-8%	13
N=C1C(c2ccccc2)=C(O)CN1c1ccccc1	1%	-1%	3	-16%	0%	1%	-10%	-1
COc1ccc(N2CCN(C(c3cccs3)C(C)NS(C)(=O)=O)CC2)cc1 (stereo not given)	-5%	7%	1	0%	-15%	-1%	-13%	-1
CCC(=O)N1CCc2cc(S(=O)(=O)CCC(=O)O)ccc21	0%	7%	2	9%	-8%	11%	17%	6
CC(C)(/C=N/O)/[N+]([O-])=C/C=[N+](\[O-])C(C)(C)/C=N/O	1%	5%	2	11%	-29%	8%	19%	2
O=C(Nc1nc(-c2ccccn2)cs1)c1ccc(F)c(S(=O)(=O)N2CCOCC2)c1	?	-4%	0	26%	29%	-4%	1%	0
O=C(c1ccc(CNS(=O)(=O)c2ccccc2)cc1)N1CCN(Cc2ccccc2)CC1	-1%	8%	-7	-7%	11%	-2%	15%	6
O=C(Cn1cnc2c(nnn2Cc2ccccc2F)c1=O)N1CCN(c2ccccc2)CC1	1%	17%	-1	-16%	12%	-2%	-2%	-11
CCOC(=O)C1CCN(C(c2cccs2)c2sc3nc(C)nn3c2O)CC1 (stereo not given)	-4%	3%	-8	0%	18%	20%	2%	-16

2 of these compounds in a different format:
Values run as follows: aSyn yeast inh	EPAC2 agonist	D3 ag	TDP43 rescue	FUS yeast rescue	EPAC2 antagonist	Abeta yeast res	D3 antag
COc1ccc(N2CCN(C(c3cccs3)C(C)NS(C)(=O)=O)CC2)cc1 (stereo not given)
    -5%	7%	1	0%	-15%	-1%	-13%	-1
COc1ccc(CNC(=O)CN(C(=O)c2csnn2)c2ccc3c(c2)OCCO3)cc1
    0%	6%	5	-14%	9%	-4%	6%	-20

The listing continues:
SMILES	aSyn yeast inh	EPAC2 agonist	D3 ag	TDP43 rescue	FUS yeast rescue	EPAC2 antagonist	Abeta yeast res	D3 antag
CC(C(=O)N1CCCCC1)N1C(=O)c2ccccc2C1=O (stereo not given)	-9%	5%	7	0%	-22%	3%	2%	19
Cc1cccc(C(=O)Nc2c(C(=O)N(C)C)cnn2-c2ccccc2)c1	-7%	11%	-3	-17%	4%	-5%	4%	-7
O=C(CCNS(=O)(=O)c1ccc(Br)cc1)NCCc1ccccc1	2%	9%	2	13%	-2%	5%	19%	4
COc1ccc(C(=O)N(CC2CCCO2)C(C(=O)NC2CCCC2)c2ccc(Cl)cc2)cc1OC (stereo not given)	-4%	4%	1	9%	15%	6%	23%	10
Cc1cc(C)[n+]2[nH]c(N)c(N=Nc3ccccc3)c2n1	-5%	6%	1	9%	-4%	3%	10%	-4
CCOc1ccc(S(=O)(=O)N2CCN(c3cc(Cl)ccc3Cl)CC2)c2ccccc12	-5%	.	5	12%	-20%	.	-7%	.
COc1cccc(C(=O)NCC(=O)N2CCC3(CC2)NCCc2[nH]cnc23)c1	0%	4%	6	-12%	-15%	3%	8%	1
Cc1c(C)c2cc(Cl)c(OC(C)C(=O)NCCN3CCOCC3)cc2oc1=O (stereo not given)	11%	-6%	-4	21%	4%	3%	5%	1
O=c1[nH]cn[nH]1	4%	8%	19	4%	-5%	1%	5%	18
CCNC(=O)NC(=O)c1csc([N+](=O)[O-])c1	5%	8%	14	12%	-12%	5%	-3%	18
Cc1ccc(NC(=O)CNC2CCCCC2)cc1Cl	-4%	11%	-11	5%	-7%	5%	9%	-9
CC(Oc1ccc(S(=O)(=O)N2CCCC2)cc1[N+](=O)[O-])C(=O)NC1(C#N)CCCCC1 (stereo not given)	5%	8%	-3	8%	18%	-5%	9%	-16
COc1cc2c(c(OC)c1OC)C(c1ccccc1C)CC(=O)O2 (stereo not given)	0%	12%	9	-32%[inhibitor]	8%	?	-7%	32
O=C(COC(=O)c1cccnc1Cl)NCc1ccco1	2%	-3%	-6	0%	-6%	13%	-8%	-1
CN(C)/C=C(/C(=O)c1ccc(Cl)cc1)n1cncn1	4%	-2%	-9	-6%	-3%	-1%	-2%	-8
CCOC(=O)C1(Cc2ccccc2)CCN(Cc2cc(=O)c3ccccc3[nH]2)CC1	5%	-3%	2	0%	-12%	1%	4%	21
COc1cc(/C=N/NC(N)=S)ccc1OCC(=O)N1CCOCC1	-5%	13%	15	8%	17%	1%	-9%	3
CCN(CC)c1ccc(/C=N/NC(=O)Cc2cccs2)c(O)c1	13%	11%	4	0%	-19%	?	-12%	3
O=C(CN1CCN(S(=O)(=O)c2ccccc2)CC1)N1CCc2ccccc21	2%	2%	-2	-6%	-3%	-7%	-3%	17
CN(C)S(=O)(=O)c1cccc(N2C(=O)CC3(CCCCC3)CC2=O)c1	-8%	14%	0	-15%	8%	1%	1%	-7
CC1(C)CC(=O)C2=C(C1)OC(c1ccc(O)cc1)C(C#N)=C2N (stereo not given)	-2%	1%	6	0%	2%	10%	-20%	1
Cc1ccc(-n2ncc3c(=O)n(CC(=O)NC4CCCC4)cnc32)cc1C	3%	-4%	3	6%	-11%	3%	17%	10
NC(=O)CC(NC(=O)Cc1ccc(Br)cc1)c1ccc(N2CCN(c3ccc(F)cc3)CC2)c([N+](=O)[O-])c1 (stereo not given)	-6%	3%	9	3%	15%	-1%	-2%	2
CCc1ccc(OCC2c3cc(OC)c(OC)cc3CCN2C(C)=O)cc1 (stereo not given)	.	6%	10	.	21%	?	.	2
O=[N+]([O-])c1ccc(NNC(=S)Nc2ccc(F)cc2)cc1	-4%	-4%	-12	-5%	26%	1%	-14%	-22
CC(=O)Nc1ccc2[nH]c(C)cc(=O)c2c1	-3%	12%	-4	0%	-1%	1%	-13%	-20
CN1C(=O)N(c2cccc3ccccc23)C(n2cncn2)C1(C)C (stereo not given)	1%	6%	2	-6%	18%	-3%	4%	3
Cc1nn2c(NCCCN(C)C)c3c(nc2c1-c1ccccc1)CCCC3	3%	13%	-6	-1%	-8%	-3%	-12%	-15
COc1ccc(CNC(=O)CN2C(=O)COc3ccc(S(=O)(=O)Nc4ccccc4)cc32)cc1	.	.	-7	22%	38%	.	-7%	.
COc1ccc(NC(=O)c2cnc(SC)nc2)cc1	-2%	5%	-2	-10%	-24%	2%	-14%	33
COc1cccc(-c2sc3ccc(OC)cc3c2-c2ccc(OCCN(C)C)cc2)c1	-57%[inhibitor]	9%	-17	-55%[inhibitor]	32µM*	-4%	-84%[inhibitor]	-79*
COc1cccc(NC(=O)Cn2c(=O)n(CCCCC(=O)NCCc3ccccc3)c(=O)c3ccccc32)c1	.	.	-8	10%	-21%	.	-6%	.
O=C(CSc1c[nH]c2ccccc12)NCC1CCCO1 (stereo not given)	-9%	8%	7	32%	-25%	4%	-2%	12
CC(=O)c1ccc(N2CCN(S(=O)(=O)c3ccc4c(c3)CCC(=O)N4)CC2)cc1	.	6%	.	.	8%	16%	-18%	.
CCOC(=O)C1CCN(C(=O)c2sc3nc(-c4ccc(F)cc4)cn3c2C)CC1	-4%	0%	-5	0%	.	6%	3%	10
COc1ccccc1N(C(=O)c1snc(C(N)=O)c1N)C(C(=O)NC1CCCC1)c1ccco1 (stereo not given)	1%	4%	-17	-6%	35%	-2%	9%	17
O=C(/C=C/[C@H]1O[C@@H](n2cnc3c(NC(=O)c4ccccc4)ncnc32)[C@H](O)[C@@H]1O)NCC(c1ccccc1)c1ccccc1	2%	2%	5	12%	?	4%	0%	2

A portion taken from the entries so far, as a working copy:
SMILES	aSyn yeast inh	EPAC2 agonist	D3 ag	TDP43 rescue	FUS yeast rescue	EPAC2 antagonist	Abeta yeast res	D3 antag
O=[N+]([O-])c1ccc(NNC(=S)Nc2ccc(F)cc2)cc1	-4%	-4%	-12	-5%	26%	1%	-14%	-22
CC(=O)Nc1ccc2[nH]c(C)cc(=O)c2c1	-3%	12%	-4	0%	-1%	1%	-13%	-20
CN1C(=O)N(c2cccc3ccccc23)C(n2cncn2)C1(C)C (stereo not given)	1%	6%	2	-6%	18%	-3%	4%	3
Cc1nn2c(NCCCN(C)C)c3c(nc2c1-c1ccccc1)CCCC3	3%	13%	-6	-1%	-8%	-3%	-12%	-15
COc1ccc(CNC(=O)CN2C(=O)COc3ccc(S(=O)(=O)Nc4ccccc4)cc32)cc1	.	.	-7	22%	38%	.	-7%	.
COc1ccc(NC(=O)c2cnc(SC)nc2)cc1	-2%	5%	-2	-10%	-24%	2%	-14%	33
COc1cccc(-c2sc3ccc(OC)cc3c2-c2ccc(OCCN(C)C)cc2)c1	-57%[inhibitor]	9%	-17	-55%[inhibitor]	32µM*	-4%	-84%[inhibitor]	-79*
COc1cccc(NC(=O)Cn2c(=O)n(CCCCC(=O)NCCc3ccccc3)c(=O)c3ccccc32)c1	.	.	-8	10%	-21%	.	-6%	.
O=C(CSc1c[nH]c2ccccc12)NCC1CCCO1 (stereo not given)	-9%	8%	7	32%	-25%	4%	-2%	12
CC(=O)c1ccc(N2CCN(S(=O)(=O)c3ccc4c(c3)CCC(=O)N4)CC2)cc1	.	6%	.	.	8%	16%	-18%	.
CCOC(=O)C1CCN(C(=O)c2sc3nc(-c4ccc(F)cc4)cn3c2C)CC1	-4%	0%	-5	0%	.	6%	3%	10
COc1ccccc1N(C(=O)c1snc(C(N)=O)c1N)C(C(=O)NC1CCCC1)c1ccco1 (stereo not given)	1%	4%	-17	-6%	35%	-2%	9%	17
O=C(/C=C/[C@H]1O[C@@H](n2cnc3c(NC(=O)c4ccccc4)ncnc32)[C@H](O)[C@@H]1O)NCC(c1ccccc1)c1ccccc1	2%	2%	5	12%	?	4%	0%	2

Some of the compounds tested; rates above refer to the full screens.
